Bcl-B displacement – displacers of TR3 peptide from Bcl-B, primary screen, selectivity assay for Bfl-1 inhibitor project, biochemical, fluorescence polarization. FP displacement of FITC-TR3 peptide from Bcl-B; higher % means a stronger effect. one-dose displacement, % at 20 µM; IC50 in µM for titrated hits. actives 0.11% (n = 96,000);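 active means displacement above 50% at 20 µM plus a fluorescence interference ratio under 1.5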;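 further: plate controls were wells without compound for no effect and wells lacking Bcl-B protein for full effect; a part of the inactive calls stands beside numbers as strong as those of hits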
IL1B NFkB inh – blocks IL-1B driven NFkB nuclear translocation in HUVEC cells. HUVEC IL-1B NFkB p65 nuclear translocation imaging. inhibition, % at 2 µM. actives 0.43% (n = 94,000). AID 796;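 active means inhibition above about 30% together with a positive call from visual inspection of the well image, limit read from the data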;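 further: nuclear over cytoplasmic p65 intensity ratio measured by imaging; 0% = IL-1B stimulated DMSO wells and 100% = unstimulated DMSO wells; values of inactives mirror those of a sister screen read the other way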
MRP reversal – reverses drug resistance mediated by MRP; H69AR cells + 2 uM doxorubicin, CellTiter-Glo, 72 h; differential viability (reversal), % at 10 µM; actives 0.04% (n = 85,000); AID 602;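 active means viability drop by adding the cancer drug above about 55%, with treated viability meeting a 40% cutoff, limit read from the data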;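 further: viability without doxorubicin minus viability with 2 µM doxorubicin for each compound; larger differential means the compound sensitizes cells more to doxorubicin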
PLAP inhibitors HTS – PLAP enzyme inhibitors, biochemical, luminescence, HTS (AID 690); purified PLAP, luminescent substrate; higher % means a stronger effect; inhibition, % at 20 µM; hits with a dose series show IC50 in µM; actives 0.08% (n = 96,000); in the data active means a potency from the dose series; inactive means the rest, 99 in 100 with inhibition below about 30%; further: strong numbers were not always called active
NFkB transloc pot – enhances IL-1B driven NFkB nuclear translocation | HUVEC IL-1B NFkB p65 nuclear translocation imaging | activation, % at 2 µM | actives 0.3% (n = 94,000) | AID 819;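 active means activation above 40%, about the mean plus 3 SD, also judged a hit on visual image review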;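 further: percent activation is computed from the nuclear over cytoplasmic p65 intensity ratio; values of inactives mirror those of a sister screen read the other way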
MRP reversal cytotoxicity – recorded beside MRP reversal, whose call it bears; viability, %; H69AR cells, CellTiter-Glo, 72 h; measured here: cytotoxicity without doxorubicin
MRP reversal with doxorubicin – second read-out of MRP reversal, no call of its own (marks repeat the call); viability, %; measured here: viability with 2 uM doxorubicin; active compounds read low
IL1B NFkB inh cell count 2 µM – recorded beside IL1B NFkB inh, whose call it bears; cell count; measured here: cells passing quality filter;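 raw number of nuclei counted in each imaged well without normalization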
NFkB transloc pot cell count 2 µM – second read-out of NFkB transloc pot, no call of its own (marks repeat the call); cell count; measured here: cells passing quality filter
The depositor's hits bear a star; / = no result given.

molecule,Bcl-B displacement,IL1B NFkB inh,IL1B NFkB inh cell count 2 µM,MRP reversal,MRP reversal cytotoxicity,MRP reversal with doxorubicin,PLAP inhibitors HTS,NFkB transloc pot,NFkB transloc pot cell count 2 µM
CSc1nc(C)cc(OCC#N)n1,-8%,4,182,-11,90,101,14%,-4,182
CCN1C(=O)/C(=C2/Sc3ccc(OC)cc3N2C)SC1=Nc1ccc(C(C)=O)cc1,/,-15,134,13,89,76,/,15,134
COc1ccc(N2CC(C(=O)Nc3ncccc3C)CC2=O)cc1 (stereo unspecified),-7%,-18,125,-4,97,101,7%,18,125
COC(=O)CSc1nnc(C)n1-c1cccc(C#N)c1,1%,5,164,-3,94,97,12%,-5,164
O=C(CSc1nc2ncccc2[nH]1)c1ccc(F)cc1,0%,-20,157,8,91,83,-12%,20,157
O=C(CSc1nc2c(c(=O)n1-c1ccc(F)cc1)SCC2)NCc1ccco1,-22%,-17,123,5,95,90,-10%,17,123
N#Cc1c(N)nc2c(c1N)CC(=O)N2c1ccc(Cl)cc1,6%,-10,172,/,/,/,-49%,10,172
O=C(Nc1nc(-c2ccc3c(c2)OCCO3)cs1)c1ccc(S(=O)(=O)N2CCCCC2)cc1,-16%,-3,180,10,94,84,-42%,3,180
C/C(=N\NC(=O)c1c(Br)c(C)nn1C)c1ccc(NC(=O)C(C)Oc2ccc(Cl)cc2C)cc1 (stereo unspecified),-7%,6,114,/,/,/,-25%,-6,114
Cc1cc(N)n(-c2nc(-c3cccnc3)nc3ccccc23)n1,-7%,14,135,/,/,/,4%,-15,135
COc1ccc(-c2cc(=O)oc3cc(OCc4nn[nH]n4)ccc23)cc1,-17%,7,83,11,93,82,-15%,-7,83
Cc1cc(Nc2cccc(F)c2)n2c(n1)nc1ccccc12,-12%,7,111,/,/,/,5%,-7,111
CC(C(=O)O)N1C(=O)c2ccccc2C1=O (stereo unspecified),3%,-4,119,7,103,96,5%,5,119
CCCCC(=O)NC(c1ccco1)c1c(O)ccc2ccccc12 (stereo unspecified),-4%,0,169,/,/,/,-14%,0,169
c1nc(NC2CCCCCC2)c2[nH]cnc2n1,-1%,/,/,2,81,79,-88%,/,/
O=C(COC(=O)c1n[nH]c2ccccc12)NC(=O)NC12CC3CC(CC(C3)C1)C2,-7%,-3,102,-4,17,21,-8%,3,102
CS(=O)(=O)N1CCN(c2ccc(NC(=O)c3cccnc3Cl)cc2)CC1,-7%,-9,167,-10,93,104,-16%,9,167
O=C(C(Cc1ccccc1)N1C(=O)c2ccccc2C1=O)N1CCc2ccccc21 (stereo unspecified),/,-4,116,11,91,81,/,4,116
Cc1ccc(C(=O)NC(N2CCCC2)C(Cl)(Cl)Cl)cc1 (stereo unspecified),-11%,/,/,/,/,/,-6%,/,/
O=C1C2C(c3ccccc3)C=CC(c3ccccc3)C2C(=O)N1c1ccncc1 (stereo unspecified),-2%,-2,161,/,/,/,10%,2,161
CCc1cc2cc(C)cc(C)c2nc1SCC(=O)N1CCCC1,/,-33,6,8,78,70,/,33,6
CSC1=NCCN1C(=O)c1ccc(S(=O)(=O)N2CCOCC2)cc1,-14%,3,174,3,87,84,-14%,-3,174
Clc1ccccc1Cn1nnc(-c2cccs2)n1,0%,-5,89,12,100,88,11%,5,89
CCc1nnc(NC(=O)CSc2nnc(C)n2Cc2ccccc2)s1,/,8,107,-6,87,93,/,-8,107
C#CC1(O)CC(C)NCC1(C)CCC#N (stereo unspecified),-5%,-6,153,-19,99,117,5%,6,153

Three entries from above, arranged by their value in NFkB transloc pot, highest first.
Structure	NFkB transloc pot
CCc1cc2cc(C)cc(C)c2nc1SCC(=O)N1CCCC1	33
O=C(COC(=O)c1n[nH]c2ccccc12)NC(=O)NC12CC3CC(CC(C3)C1)C2	3
O=C1C2C(c3ccccc3)C=CC(c3ccccc3)C2C(=O)N1c1ccncc1 (stereo unspecified)	2

Returning to the listing, starting two compounds before the break.
molecule,Bcl-B displacement,IL1B NFkB inh,IL1B NFkB inh cell count 2 µM,MRP reversal,MRP reversal cytotoxicity,MRP reversal with doxorubicin,PLAP inhibitors HTS,NFkB transloc pot,NFkB transloc pot cell count 2 µM
CCc1nnc(NC(=O)CSc2nnc(C)n2Cc2ccccc2)s1,/,8,107,-6,87,93,/,-8,107
C#CC1(O)CC(C)NCC1(C)CCC#N (stereo unspecified),-5%,-6,153,-19,99,117,5%,6,153
COc1ccc(N2CCCCn3c2nc2c3c(=O)[nH]c(=O)n2C)cc1,4%,/,/,11,93,81,12%,/,/
O=C(CC(Cc1ccccc1)c1ccco1)NC1CCCCC1 (stereo unspecified),-8%,-2,150,-1,85,86,18%,2,150
Cc1c(N=Cc2c(O)n(C3CCCCC3)c(=O)[nH]c2=O)c(=O)n(-c2ccccc2)n1C,-128%,-6,138,7,97,90,-53%,6,138
CCOc1ccc(NC(=O)CCS(=O)(=O)c2cccc3nsnc23)cc1,3%,/,/,2,80,79,15%,/,/
O=C(O)COc1ccc(Br)cc1/C=N/O,-3%,-18,185,13,102,89,-6%,18,185
CCOC(=O)C1CCN(c2ncnc3nc[nH]c23)CC1,6%,/,/,-6,97,103,-73%,/,/
Cc1ccccc1C(=O)NC1CCN(CC(=O)Nc2c(C)cccc2C)CC1,/,5,96,2,80,78,/,-5,96
Cc1[nH]nc2c1C(c1ccc(F)cc1)C(C#N)=C(N)O2 (stereo unspecified),-8%,-20,164,9,105,96,-44%,20,164
COc1ccc(S(=O)(=O)N(C)c2ccc(C(=O)NCC3CCCO3)cc2)cc1 (stereo unspecified),-5%,-3,101,9,73,65,-3%,3,101
Nc1c(C(O)(C(F)(F)F)C(F)(F)F)ccc2ccccc12,19%,-2,163,8,90,81,/,2,163
O=C(O)CNC(=O)c1ccccc1F,-5%,7,106,16,103,87,-4%,-7,106
COCCOC(=O)c1c(C)oc2ccc(OCC=C(C)C)cc12,-1%,-16,79,/,/,/,-11%,16,79
CCOc1cccc(OCCCCN2CCCCC2)c1,3%,-6,206,-21,78,99,11%,5,206
COC(=O)CN(c1ccccc1)S(=O)(=O)c1ccc(F)cc1,/,-6,96,-4,89,93,/,6,96
COc1ccc(-c2nnc(SCC(=O)NCc3ccco3)o2)cc1,34%,2,123,-8,93,101,2%,-2,123
Cc1cc(C)n(-c2ccc(C(=O)N3CCc4ccccc43)cc2)n1,2%,-20,195,-19,64,84,0%,20,195
CCCCN1C(=O)/C(=C2\SC(N3CCCCC3)=NC2=O)c2ccccc21,4%,-5,190,-4,80,84,-38%,5,190
CCN(CC(=O)NC1CCS(=O)(=O)C1)c1nc(-c2ccccc2)nc2ccccc12 (stereo unspecified),5%,-2,168,-2,88,90,-8%,2,168
O=C(c1ccc(N2CN(C(=O)c3ccco3)c3nc4ccccc4nc32)cc1)N1CCOCC1,9%,-13,119,-14,61,75,-14%,13,119
CC(SCc1ccccc1)C(=O)NN=C1CCN(C)CC1 (stereo unspecified),15%,-13,86,/,/,/,12%,13,86
COc1ccc2cc3cc(C(=O)NCCN4CCN(Cc5ccccc5)CC4)oc3nc2c1,-8%,-10,156,-5,70,75,-53%,10,156
Cn1c(SCc2cccnc2)nc2cccnc21,-10%,-8,189,16,88,72,15%,9,189
Cc1c(NC(=O)C2CCCN(S(=O)(=O)c3cnc[nH]3)C2)c(=O)n(-c2ccccc2)n1C (stereo unspecified),-8%,8,207,-6,96,102,8%,-8,207
Nc1[nH]nc2nc(NCc3ccccc3)c3c(c12)CCN(Cc1ccccc1)C3,1%,/,/,1,86,85,/,/,/
CCOC(=O)Cc1csc(NC(=O)c2ccco2)n1,-1%,12,140,-5,100,105,0%,-12,140

Of the compounds above, these have bromine.
molecule,Bcl-B displacement,IL1B NFkB inh,IL1B NFkB inh cell count 2 µM,MRP reversal,MRP reversal cytotoxicity,MRP reversal with doxorubicin,PLAP inhibitors HTS,NFkB transloc pot,NFkB transloc pot cell count 2 µM
C/C(=N\NC(=O)c1c(Br)c(C)nn1C)c1ccc(NC(=O)C(C)Oc2ccc(Cl)cc2C)cc1 (stereo unspecified),-7%,6,114,/,/,/,-25%,-6,114
O=C(O)COc1ccc(Br)cc1/C=N/O,-3%,-18,185,13,102,89,-6%,18,185

6 of the compounds above, with two lines to a compound:
Results follow in this order: Bcl-B displacement	IL1B NFkB inh	IL1B NFkB inh cell count 2 µM	MRP reversal	MRP reversal cytotoxicity	MRP reversal with doxorubicin	PLAP inhibitors HTS	NFkB transloc pot	NFkB transloc pot cell count 2 µM
- CCOC(=O)C1CCN(c2ncnc3nc[nH]c23)CC1
→ 6%	/	/	-6	97	103	-73%	/	/
- Cn1c(SCc2cccnc2)nc2cccnc21
→ -10%	-8	189	16	88	72	15%	9	189
- COc1ccc(-c2nnc(SCC(=O)NCc3ccco3)o2)cc1
→ 34%	2	123	-8	93	101	2%	-2	123
- Cc1ccccc1C(=O)NC1CCN(CC(=O)Nc2c(C)cccc2C)CC1
→ /	5	96	2	80	78	/	-5	96
- O=C(O)CNC(=O)c1ccccc1F
→ -5%	7	106	16	103	87	-4%	-7	106
- CCCCN1C(=O)/C(=C2\SC(N3CCCCC3)=NC2=O)c2ccccc21
→ 4%	-5	190	-4	80	84	-38%	5	190

Further entries:
molecule,Bcl-B displacement,IL1B NFkB inh,IL1B NFkB inh cell count 2 µM,MRP reversal,MRP reversal cytotoxicity,MRP reversal with doxorubicin,PLAP inhibitors HTS,NFkB transloc pot,NFkB transloc pot cell count 2 µM
O=C(c1ccccc1)c1ccc2ccccc2n1,-3%,1,162,/,/,/,29%,-1,162
Cc1cc(C)c2nc(SCc3ccc([N+](=O)[O-])cc3)nc(C)c2c1,-9%,1,162,/,/,/,14%,-1,162
Cc1cc(NC(=O)Cn2c(=O)c3c(ncn3CCC(C)C)n(Cc3ccccc3)c2=O)no1,-31%,-2,108,8,81,73,/,2,108
OC(c1cccs1)c1nccc2ccccc12 (stereo unspecified),-10%,-5,187,4,100,96,29%,5,187
Cc1ccc2cc3c(N)c(C(=O)N4CC(=O)Nc5ccccc54)sc3nc2c1,-35%,3,110,/,/,/,11%,-3,110
CC(C)(C)c1nc(N2CCN(C(=O)c3ccco3)CC2)c2nnn(Cc3ccccc3)c2n1,1%,2,178,-17,11,28,2%,-2,178
C/C(=N/NC(=O)c1cc(C(C)C)[nH]n1)c1cccs1,-17%,/,/,-18,71,90,-19%,/,/
CCOC(=O)CCCNC(=O)c1cncc(O)c1,1%,-12,64,-5,87,92,15%,12,64
COc1cc(OC)c(-c2nc3c[n+](CC(=O)c4ccccc4)ccc3n2C)cc1OC,-5%,0,87,/,/,/,13%,0,87
Cc1nc2oc3ccccc3c(=O)c2c(=O)n1Cc1ccccc1,3%,4,115,8,91,83,22%,-4,115
O=C(O)c1cnn2c(C(F)(F)F)cc(-c3ccco3)nc12,36%,/,/,-6,79,85,-12%,/,/
CN(C1CCCCC1)S(=O)(=O)c1ccc2c(c1)c(=O)c(C(=O)NCCCN1CCCC1)cn2C,-1%,/,/,14,98,84,-55%,/,/
CCC(=O)NCCc1c[nH]c2ccccc12,-5%,-6,126,-3,90,93,8%,6,126
CCOC(=O)c1[nH]c2ccc(OC)cc2c1NC(=O)CN1CCc2ccccc2C1,-3%,13,115,4,65,62,2%,-13,115
CCCCC(c1nnnn1CCOC)N1CCN(c2cccc(OC)c2)CC1 (stereo unspecified),1%,/,/,-6,89,95,-46%,/,/
CCc1ccccc1N1C(=O)C2CC=CCC2C1=O (stereo unspecified),15%,-12,106,2,102,100,17%,12,106
COCCNS(=O)(=O)c1ccc2c(c1)C(=O)c1cc(S(=O)(=O)NCCOC)ccc1-2,4%,15,57,9,99,90,-26%,-15,57
CC(=O)c1c(C)n(-c2ccccc2)c2ccc(O)cc12,-7%,-8,142,-19,63,82,14%,8,142
Cn1cccc1Cc1nnc(SCC(=O)NC2CCCC2)n1CCc1ccccc1,4%,-3,67,-3,79,82,-60%,3,67
Cc1nc2nc(CSc3nnc(C)s3)cc(=O)n2[nH]1,-4%,/,/,-6,94,99,-3%,/,/

An excerpt (hit frequency here may not be typical).
